# PhoP GFP inhibition = Inhibition of PhoP regulon, Salmonella typhi GFP reporter cells, confirmation, 4 h (AID 1850). Salmonella Typhi PhoP-promoter GFP reporter, fluorescence, 4 h; higher % means a stronger effect. actives 0.33% (n = 310,000). inhibition, % at 50 µM, or IC50 in µM where a hit was titrated; in the data active = a potency from the dose series; inconclusive = inhibition mostly from about 25% at the one dose, without a potency; inactive = the rest, 99 in 100 with inhibition below about 19%;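 also: 0% = induced wells with vehicle and 100% = uninduced wells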
# M. tuberculosis = growth inhibition of non-replicating M. tuberculosis (AID 488890); inhibition, % at 25 µM; hits with a dose series show IC50 in µM; actives 0.39% (n = 320,000); Mycobacterium tuberculosis non-replicating, growth inhibition; higher % means a stronger effect; in the data active = a potency from the dose series; inconclusive = inhibition mostly from about 82% at the one dose, without a potency; inactive = the rest, 99 in 100 with inhibition below about 76%;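 also: plate controls were DMSO cells for no effect and high antibiotic wells for full effect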
# inhibitors of VEEV = inhibitors of VEEV TC-83 cytopathic effect, confirmation, Vero cells (AID 588727); one-dose inhibition, % at 20 µM; IC50 in µM for titrated hits; actives 0.13% (n = 350,000); Vero cells, VEEV TC-83 cytopathic effect inhibition; higher % means a stronger effect; in the data active = a potency from the dose series; inconclusive = inhibition mostly from about 14% at the one dose, without a potency; inactive = the rest, 99 in 100 with inhibition below about 12%; also: strong numbers were not always called active
# H37Rv inhibition = M. tuberculosis growth inhibition, HTS (AID 449762); M. tuberculosis H37Rv growth inhibition, 7H9 media; higher % means a stronger effect; one-dose inhibition, % at 25 µM; IC50 in µM for titrated hits; actives 0.59% (n = 330,000); in the data active = a potency from the dose series; inconclusive = inhibition above about 70% without an active follow-up result;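 also: bacterial growth assessed after seven days of incubation; strong numbers were not always called active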
# influenza NS1A = NS1A inhibition, H1N1 influenza, cell based functional assay (AID 504329); NS1A functional cell-based assay, percent inhibition; higher % means a stronger effect; inhibition, % at 12.5 µM, or IC50 in µM where a hit was titrated; actives 0.3% (n = 340,000); in the data active = a potency from the dose series; inconclusive = inhibition above about 27% without an active follow-up result; also: strong numbers were not always called active
# inhibitors of VEEV 10K pilot screen = second read-out of inhibitors of VEEV, no call of its own (marks repeat the call); inhibition, %; measured here: 10K pilot screen inhibition
# Active calls of the source: *; i = inactive; ? = inconclusive; / = no result given.
SMILES,PhoP GFP inhibition,M. tuberculosis,inhibitors of VEEV,H37Rv inhibition,influenza NS1A,others
CCOc1cc(/C=N/NC(=O)c2ccc(=O)n(C)c2)ccc1O,-2%,4%,1.2%,-2%,-12%,
C#Cc1ccc([C@H]2C=C(C(=O)NC3CC3)O[C@@H](OCC)[C@@H]2CCCO)cc1,-4%,-12%,1.2%,-6%,-12%,
CC1(C)Cc2c(sc3c2c(N)nc(=S)n3Cc2ccccc2)CO1,-11%,27%,/,-5%,/,
COC(=O)c1cc(Br)c(=O)n(CCN(C(C)C)C(C)C)c1,0%,-7%,0.6%,-2%,-20%,
Cc1cc(Nc2ccccc2C(=O)O)n(-c2ccc([N+](=O)[O-])cc2)n1,-3%,29%,1.0%,-1%,4%,
COc1ccccc1Nc1nnc(SCc2cc(=O)n3ccsc3n2)s1,0%,3%,5.7%,2%,5%,
Cc1cccc(C)c1N(CC(=O)N(C)Cc1ccccc1)S(C)(=O)=O,-2%,11%,1.7%,-8%,-9%,
Cc1ccccc1N1CCN(CC(=O)Nc2nc(C)c(C(=O)N(C)C)s2)CC1,3%,-6%,i,-11%,-5%,
O=C(Nc1ccc([N+](=O)[O-])cn1)C1CC1,-4%,-3%,0.1%,-7%,-2%,
Nn1c(SCC(=O)NCC2CCCO2)nnc1-c1ccc(OC(F)F)cc1 (configuration not stated),2%,5%,1.1%,-2%,13%,
COc1ccc([C@@H]2CC=C(C(=O)O)[C@H](c3ccc(C)cc3)N2S(=O)(=O)c2ccccc2C)cc1,/,11%,0.5%,4%,-2%,
C/C(=N\OC(=O)Nc1ccccc1)c1cnn(-c2cc(C(F)(F)F)cc(C)n2)c1C,-3%,-9%,0.9%,1%,-6%,
COc1ccc(CN2CC(=O)N(c3cc(Cl)ccc3C)C2=S)cc1OC,-3%,-1%,i,2%,-2%,
O=C(Nc1ccc2c(c1)OCO2)c1n[nH]c(=O)c2ccccc12,-6%,4%,8.3%,-6%,13%,
Cc1ccccc1N(CC(=O)N/N=C/c1cc(Br)c(C)o1)S(C)(=O)=O,0%,12%,0.2%,-1%,2%,
CC(C)c1ccc(Nc2nnns2)cc1,5%,36%,0.6%,-11%,0%,
Cc1ccsc1S(=O)(=O)N1CCCC(CCC(=O)NCc2ccccc2F)C1 (configuration not stated),0%,5%,1.3%,4%,1%,
COCCNC(=O)c1cccc(OC2CCN(Cc3ccc(F)c(OC)c3)CC2)c1,-5%,2%,i,2%,-1%,
O=C(Nc1nccs1)c1ccc(COc2ccc(Cl)cc2)o1,-3%,i,2.3%,-2%,5%,
CC1CCSP(=O)(Oc2ccccc2)O1 (configuration not stated),1%,6%,0.3%,0%,-1%,

# Quoted at random: 2 records from the list
SMILES,PhoP GFP inhibition,M. tuberculosis,inhibitors of VEEV,H37Rv inhibition,influenza NS1A,others
C#Cc1ccc([C@H]2C=C(C(=O)NC3CC3)O[C@@H](OCC)[C@@H]2CCCO)cc1,-4%,-12%,1.2%,-6%,-12%,
O=C(Nc1ccc([N+](=O)[O-])cn1)C1CC1,-4%,-3%,0.1%,-7%,-2%,

# The main list resumes, repeating the 2 entries before the break.
SMILES,PhoP GFP inhibition,M. tuberculosis,inhibitors of VEEV,H37Rv inhibition,influenza NS1A,others
O=C(Nc1nccs1)c1ccc(COc2ccc(Cl)cc2)o1,-3%,i,2.3%,-2%,5%,
CC1CCSP(=O)(Oc2ccccc2)O1 (configuration not stated),1%,6%,0.3%,0%,-1%,
C#CCOCCOCCOCCNc1nc(N2CCN(C(=O)[C@H]([C@@H](C)CC)n3cc([C@@H](N)CO)nn3)CC2)nc(N2CCN(C(=O)[C@H]([C@@H](C)CC)n3cc([C@@H](N)CC(C)C)nn3)CC2)n1,-3%,36%,0.2%,2%,13%,
NC(=O)C1CCN(C(=O)CSc2ncccn2)CC1,1%,1%,0.6%,-3%,-6%,
NC(=O)CC(NC(=O)c1ccccc1)c1ccc(NC2CCCC2)c([N+](=O)[O-])c1 (configuration not stated),5%,-8%,i,1%,-12%,
O=C(NCCNC(=O)Nc1ccc(Cl)cc1)Nc1ccc(Cl)cc1,/,/,i,/,-14%,
Cc1cc(NC(=O)c2ccccc2)cc(NC(=O)c2ccccc2)c1C,3%,13%,1.2%,20%,-30%,
Cc1ccc2[nH]c(=O)c(CC=C(Cl)Cl)c(C)c2c1,-10%,-19%,1.0%,7%,-8%,
COc1ccc(C)cc1NC(=O)C(NCC(O)c1ccccc1)c1ccccc1 (configuration not stated),4%,12%,3.5%,-3%,-31%,
Cc1cc(=O)oc(C)c1C(=O)Nc1ccccc1F,-3%,-9%,0.7%,-1%,2%,
COc1ccc(NC(=O)CN2CCN(C3c4ccccc4-c4ccccc43)CC2)cc1,-2%,22%,i,?,7%,
O=c1[nH]c2ccccc2n2cnnc12,2%,-11%,1.3%,-11%,/,
O=C(CSc1ncnc2sc3c(c12)CCCCC3)NCc1ccco1,-13%,67%,6.3%,-11%,2%,
O=C(CSc1ncnc2c1cnn2-c1ccccc1)Nc1ccccc1,-9%,53%,i,4%,2%,
CCOC(=O)C1(CC2CC2)CCN(Cc2ccc(C(=O)OC)cc2)CC1,6%,8%,2.3%,2%,13%,
Cc1ccc2cc(/C=N/NC(=O)c3ccccc3[N+](=O)[O-])c(Cl)nc2c1,-7%,6%,6.6%,-5%,1%,
CC(C)NC(=O)C(=O)NNC(=O)C12CC3CC(CC(C3)C1)C2,-7%,49%,0.8%,16%,-5%,
O=C(NCc1ccco1)c1cc(S(=O)(=O)NC2CC2)ccc1Br,/,-7%,0.3%,-2%,-7%,
COc1cccc(OCCOCC(O)CN2CCN(Cc3ccc(Cl)cc3)CC2)c1 (configuration not stated),-7%,68%,0.2%,-8%,3%,
CC1(C)Cc2c(cnn2-c2ccccc2)C(NC(=O)c2ccoc2)C1 (configuration not stated),-7%,11%,3.4%,5%,12%,
O=C(c1cnc2n(c1=O)CCS2)N1CCN(C(c2ccccc2)c2ccc(Cl)cc2)CC1 (configuration not stated),7%,40%,3.2%,-5%,3%,
COC(=O)c1ccc(NC(=O)CN2CCCC2)cc1,3%,-18%,1.8%,-2%,1%,
CCn1c(Cc2ccccc2)nnc1SCC(=O)NC1CC1,8%,-11%,6.6%,-7%,7%,
COC(=O)CCC(=O)NC(=S)Nc1ccccc1F,-10%,-4%,i,2%,-5%,
O=S(=O)([N-]c1nc2ccccc2nc1-n1cc[n+](Cc2ccccc2)c1)c1ccc(Br)cc1,-5%,9%,1.8%,11%,/,
Cc1cc(C)c2nc(-c3ccccn3)cc(C(=O)NCc3cc(C)n(C)n3)c2c1,4%,2%,2.1%,-6%,10%,
COc1cc(OC)c(OC)cc1CN1CCN(c2ccc(F)cc2)CC1,6%,-1%,1.7%,-9%,3%,
CSCCC(NC(=O)c1ccco1)C(=O)NCc1ccc(F)cc1 (configuration not stated),7%,-9%,i,-1%,-3%,
Cc1ccc(C2NC(=O)c3c(sc4c3CCN(C)C4)N2)o1 (configuration not stated),2%,1%,0.6%,1%,10%,
CN1CCC(N(C)C(=O)c2ccc(Cl)c(S(=O)(=O)Nc3ccc(Cl)cc3)c2)CC1,/,/,1.3%,/,-2%,
CCOC(=O)c1sc2nc(CSc3ccccc3)nc(N3CCC(C(N)=O)CC3)c2c1C,-32%,35%,11%,?,-13%,
COc1ccc(N/C(N)=N/c2nc(CSc3ccc(C)cc3)cc(=O)[nH]2)cc1,-7%,6%,0.9%,2%,22%,
CCOC(=O)c1c(C)oc2c1C(=O)c1ccccc1C2=O,-4%,-19%,1.0%,3%,15%,
CCCS(=O)(=O)c1nc(S(=O)(=O)c2ccc(C)cc2)c(N2CCC(C(N)=O)CC2)s1,2%,20%,1.6%,-2%,1%,
COc1cccc(NC(=O)CCC(=O)N2CC(C)Oc3ccc(C)cc32)c1 (configuration not stated),-5%,1%,8.3%,-4%,0%,
Cc1nn(Cc2ccc(C(=O)Nc3ccc(C(=O)OC(C)C)cc3)o2)c(C)c1Cl,-1%,17%,i,39%,8%,
Cc1cccc(CN2C(=O)[C@H]3Cc4c([nH]c5ccccc45)C(C)(C)N3C2=O)c1,7%,8%,6.7%,?,16%,
CC1(C)Cc2c(sc3c2c(=N)n(Cc2ccco2)c(=O)n3CC(=O)Nc2ccccc2)CO1,-9%,13%,7.0%,2%,-1%,
CN(C)S(=O)(=O)N1CCC(Oc2ccc(C(=O)NC3Cc4ccccc4C3)cc2)CC1,-3%,7%,3.1%,-4%,6%,
CC1CN(C(=O)CN2C(=O)c3ccccc3S2(=O)=O)CC(C)O1 (configuration not stated),3%,0%,2.1%,0%,-11%,
CC(C)c1nc2cc(C(=O)N3CCNC(=O)C3c3cccc(F)c3)ccc2o1 (configuration not stated),11%,-6%,4.3%,1%,7%,
CCCCNC(=O)N1CCOCCOCCN(C(=O)NCCCC)CCOCCOCC1,13%,15%,i,1%,-1%,

# Brought forward from above: two entries, followed by the next part.
SMILES,PhoP GFP inhibition,M. tuberculosis,inhibitors of VEEV,H37Rv inhibition,influenza NS1A,others
CC(C)c1nc2cc(C(=O)N3CCNC(=O)C3c3cccc(F)c3)ccc2o1 (configuration not stated),11%,-6%,4.3%,1%,7%,
CCCCNC(=O)N1CCOCCOCCN(C(=O)NCCCC)CCOCCOCC1,13%,15%,i,1%,-1%,
N#CCCn1cc(C(=O)Nc2ccc([N+](=O)[O-])cc2)c(-c2ccccc2)n1,20%,10%,2.3%,-1%,14%,
COc1ccc(OC)c(Nc2c3c(nc4ccccc24)CCC3)c1,13%,30%,1.3%,11%,-11%,
CN(C(=O)c1cccc(NC(=O)Cc2ccc(NC(=O)C3CCN(C(=O)C4CCC4)CC3)cc2)c1)C1CCCC1,/,/,1.9%,/,6%,
COc1ccc([N+](=O)[O-])cc1N(CC(O)CN(CC(C)C)CC(C)C)S(=O)(=O)c1ccc(C)cc1 (configuration not stated),4%,40%,i,18%,14%,
COc1ccc(/C=C(\C#N)C(=O)OCC(=O)Nc2c(C)cccc2C(C)C)cc1,-4%,-16%,4.1%,-3%,-8%,
C=C(C)CN(CC)c1ccc(N2C(=O)CCCC2=O)cc1[N+](=O)[O-],-11%,-9%,2.2%,2%,-13%,
Cc1ccc(C)c(NS(=O)(=O)c2cc(C(=O)Nc3ccccc3-c3ccccc3)ccc2C)c1,-5%,20%,i,7%,-9%,inhibitors of VEEV 10K pilot screen=2.8
O=C(NCC1CCCO1)c1cn(-c2ccccc2)nc1-c1ccc(F)cc1 (configuration not stated),-9%,-13%,5.0%,2%,-6%,
CCOc1cc(C(=O)OCC(=O)Nc2cccc(C)c2)ccc1OCC(=O)N1CCOCC1,2%,3%,0.2%,-1%,-10%,inhibitors of VEEV 10K pilot screen=0.1
O=C1CCCCC1C(=O)c1cn(-c2ccc(Cl)c(Cl)c2)nn1 (configuration not stated),-9%,-6%,1.3%,0%,8%,
Cc1ccc(NC(=O)CN(C)C(=O)CCSc2ccc(F)cc2)cc1,/,45%,0.6%,-11%,-2%,
CC(=O)Nc1ccc(Cl)c(C(N)=O)c1,-7%,-6%,i,-3%,-8%,
Cc1ccc(C)c(S(=O)(=O)N2CCCOC2CNC(=O)C(=O)NCCCN2CCOCC2)c1 (configuration not stated),4%,10%,1.3%,5%,20%,
Cc1cc(C(=O)COC(=O)c2nccnc2N)c(C)n1C,14%,-8%,1.2%,-5%,7%,
CCOC(=O)c1cc(S(=O)(=O)NC2CCCCC2)cn1C,6%,-4%,1.4%,-1%,10%,
Cc1noc(NS(=O)(=O)c2ccc(NC(=O)c3ccccc3NS(=O)(=O)c3ccc(F)cc3)cc2)c1C,/,43%,0.7%,9%,-27%,
COc1ccc(CN(C(=O)c2nsc(Cl)c2Cl)C(C(=O)NC2CCCC2)c2ccc(C)cc2)cc1 (configuration not stated),-4%,11%,0.4%,18%,-1%,
Cc1noc(C)c1S(=O)(=O)N(CC(=O)N1CCc2ccccc21)c1ccc(C(C)C)cc1,-2%,/,0.6%,-6%,1%,
O=C(NCCCO)c1cc2c([nH]c3ccccc32)c(-c2ccc(F)cc2)n1,-7%,6%,6.2%,16%,-1%,
CCN1CCN(S(=O)(=O)c2ccc3c(c2)NC(=O)CS3)CC1,8%,-9%,i,-7%,-1%,
O=C1NC(c2ccccc2)=CC(c2ccccc2O)N1 (configuration not stated),-6%,6%,0.7%,3%,-6%,inhibitors of VEEV 10K pilot screen=0.5
